# PV pol inh: poliovirus RdRp elongation inhibitors, primary screen, biochemical, fluorescence polarization, total intensity. poliovirus polymerase elongation; stronger effect = lower value. hit rate 0.66% among 150,000. % elongation, % (compound at 16.7 µg/mL). AID 588519, 2011. Genome polyprotein (Poliovirus type 1 (strain Mahoney)), P03300; in the data active = % elongation below about 90%; also: some results filed as inactive read as strong as hits
# Target sequence (P03300 1749-2209 limits assumed): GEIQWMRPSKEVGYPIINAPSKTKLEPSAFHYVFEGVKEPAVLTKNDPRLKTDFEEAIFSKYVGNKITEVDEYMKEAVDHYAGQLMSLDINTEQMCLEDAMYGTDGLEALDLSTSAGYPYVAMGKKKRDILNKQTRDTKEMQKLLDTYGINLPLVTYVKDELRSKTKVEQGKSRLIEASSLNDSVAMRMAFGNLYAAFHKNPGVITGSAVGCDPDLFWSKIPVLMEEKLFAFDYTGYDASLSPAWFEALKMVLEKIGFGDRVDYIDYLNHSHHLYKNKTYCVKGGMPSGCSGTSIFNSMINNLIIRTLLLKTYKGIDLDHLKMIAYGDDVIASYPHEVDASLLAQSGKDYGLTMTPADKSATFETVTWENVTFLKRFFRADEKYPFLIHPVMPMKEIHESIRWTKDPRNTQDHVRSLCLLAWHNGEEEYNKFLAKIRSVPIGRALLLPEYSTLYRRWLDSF
# PV pol inh FP z-score: second read-out of PV pol inh, no call of its own (marks repeat the call); z-score; measured here: FP z-score; hits read low
# * = called active by the depositor; & = joins results of further samples. An excerpt (hit frequency here may not be typical).
SMILES,PV pol inh,PV pol inh FP z-score
CCOC(=O)N1CCN(C(=O)CCS(=O)(=O)c2ccc(Br)s2)CC1,102,0.5
COc1ccc(NC(=O)CNC(N)=O)cc1NS(=O)(=O)c1ccc(F)cc1,105,0.3
CCN(CC)S(=O)(=O)c1ccc2oc(Nc3ccccc3)nc2c1,103,0.3
CC1=C(C(=O)Nc2cc(C)cc(C)c2)C2(CCCCC2)OC1=O,102,-0.8
COc1ccc(S(=O)(=O)NCc2cccn2Cc2cccc(C)c2)cc1Cl,107,0.2
O=S(=O)(NCC1COC2(CCCCC2)O1)c1ccc(Cl)s1 (stereo not given),104,0.2
CCN(CC)C(=O)Cn1c(=O)n(Cc2ccc(C(=O)NCCCOC)cc2)c(=O)c2ccccc21,104,-1.3
O=C(COc1ccccc1Cl)Nc1cc(-c2ccccc2F)nn1-c1ccccc1,110,0.5
CCOc1ccc(CCNC(=O)Cn2ncn3c(cc4ccccc43)c2=O)cc1OCC,111,1.5
O=C(OC1CCCC1)c1cccnc1Cl,101,0
COc1ccc(OC)c(NC(=O)/C=C/c2ccc(S(=O)(=O)N3CCOCC3)cc2)c1,101,-0.2
CCC(C)NC(=O)c1c(-c2ccccc2)c(-c2ccccc2)nn(C)c1=O (stereo not given),108,0.5
c1ccc(CSc2ccc(-c3cccs3)nn2)cc1,103,0.6
COC(=O)c1csc(C(=O)OC)c1C,103,-0.1
CN(CC1COc2ccccc2O1)C(=O)/C=C/c1ccc(S(=O)(=O)NCc2ccco2)cc1 (stereo not given),103,0.2
COC(=O)C1=C(C)N(c2ccc(F)cc2)/C(=C/c2ccco2)C1=O,101,0.1
COc1cc(OC)c(C(=O)N2CCCC2)cc1OC,105,0.2
CCOC(=O)CC(N)=S,105,0.3
O=C(Oc1ccc2cc(-c3nc4ccccc4s3)c(=O)oc2c1)c1ccco1,69,-6.2
CN(C(=O)c1ccc(Cl)cc1)c1ccc(Cl)cc1C(=O)c1ccccc1,107,1
COc1ccc(OCC(O)CNS(=O)(=O)c2ccc(NC(C)=O)cc2)cc1 (stereo not given),105,1
CN(CC(=O)Nc1ccc(Cl)c(Cl)c1)CC(=O)N1CCNC1=O,105,0.4
Clc1ccc(CCNC(c2cccc(Cl)c2)c2nnc(-c3ccccc3)o2)cc1 (stereo not given),102,-0.9
COc1ccc(N2CC(C(=O)Nc3ccccc3)CC2=O)cc1 (stereo not given),102,-0.3
O=C(Nc1nc(-c2ccccc2)cs1)c1ccc(S(=O)(=O)N2CCCCC2)cc1,103,0.3
O=C(COc1ccccc1)Nc1ccc(C(O)(C(F)(F)F)C(F)(F)F)cc1,102,-0.3
Cc1cccc(NC(=O)CN2C(=O)C(c3ccc(F)cc3)=NC23CCCCCC3)c1C,105,-0.2
CCCN1CCN(CCCNC(=O)c2cnn(-c3ccc(C)cc3)c2-n2cccc2)CC1,109,0.4
CCOc1ccc(CN(C)CC(=O)NC2CC2)cc1OC,101,-0.5
O=C(c1cn(Cc2ccccc2Cl)nc1-c1ccccc1)N1CCN(C2CCS(=O)(=O)C2)CC1 (stereo not given),103,0.1
CCOC(=O)c1c(OCC)[nH]c2ccc(O)cc12,99,0
Cc1ccc2c(c1)c1nnc(SCC(=O)N3CCCCC3C)nc1n2C (stereo not given),101,-0.1
COc1cc2c(cc1OC)C(c1ccccc1)N(C(=O)S(C)(=O)=O)CC2 (stereo not given),103,0.3
Cc1ccc(NC(=O)c2nc[nH]c2C(=O)N2CCCCC2)c(C(=O)c2ccccc2)c1,103&102,0.4&0.1
O=S(=O)(c1cccc(C(F)(F)F)c1)N1CCN(c2ncccn2)CC1,103,0.5
Oc1cccc(CC(F)(F)F)c1,100,-0.8
N#C/C(C(=O)N1CCCC1)=c1/s/c(=C\c2ccc(-c3ccc(S(N)(=O)=O)cc3)o2)c(=O)n1-c1ccccc1,44,-4.4
CN(C1CCCCC1)S(=O)(=O)c1ccccc1NC(=O)COc1ccccc1C#N,108,0.9
CCOc1ccc(-c2nc3ncccn3c2NCc2ccccc2OC)cc1OC,102,1
COC(=O)c1sccc1Oc1ccc(C(F)(F)F)cc1NC(=O)c1ccccc1OC,103,-0.1
NC(=S)NN=C1C2CC3CC(C2)CC1C3,82*,-2.1*
CCS(=O)(=O)c1ccc(I)s1,102,0.6
Cc1ccc(C)c(NC(=O)CN(C)C(=O)COc2ccccc2C#N)c1,103,0
Cc1ccc(OCC(=O)Nc2ccc(C(=O)OCc3cc(=O)n4nc(C5CC5)sc4n3)cc2)cc1,114,1.8
COC(=O)c1cc(-c2cccc(OC)c2)on1,101,-0.1
CCN1CCN(C(=O)c2cc(Cl)nnc2Cl)CC1,103,0.7
Cc1nn(C(=O)c2ccccc2)c2c1C(=O)CC(C)(C)C2,102,0.2
CC(=O)c1cccc(NC(=O)c2oc(=O)c3ccccc3c2-c2ccccc2)c1,100,-0.4
CCOC(=O)c1cccc(Nc2nc(-c3ccccc3)no2)c1,102,0.8
COc1cccc(Cn2c(=O)cc(C)c3c(C)nn(-c4ccc(C)cc4)c32)c1,108,0.4
Cc1ccc(OCc2nc(-c3ccc(C(=O)N4CCc5ccccc54)cc3)oc2C)cc1,102,-0.4
COc1ccccc1C(=O)NCc1ccc2c(c1)CCN2C(=O)c1ccncc1,107,0
CCN(CC)c1ccc(NC(=O)CN(C)S(=O)(=O)c2cccc3nsnc23)c(C)c1,102,-0.2
COc1cc2c(cc1OC)C1=C(C#N)CCC(=NC(=O)c3ccco3)N1CC2,98,-1.1
Cc1cccc(NC(=O)CN2C(=O)c3ccccc3S2(=O)=O)n1,100,0
Cc1nc(-c2ccccc2)sc1-c1ccc(SCC(=O)NCc2ccccc2Cl)nn1,106,0
COc1ccc(CNc2nc3c(-c4cccc(F)c4)nnn3c3ccccc23)cc1,108,1.2
CC(C)CN(CC(C)C)S(=O)(=O)c1ccc(C(=O)Nc2sc3c(c2C(N)=O)CC(C)(C)NC3(C)C)cc1,106,-0.1
CS(=O)(=O)c1ncc(CO)n1Cc1ccccc1,102,0
CCOC(=O)C(CC)Sc1nnc(-c2ccc(C)cc2)n1C (stereo not given),101,-0.1

# In the list so far, 4 contain an aryl thioether with sulfur outside any ring.
SMILES,PV pol inh,PV pol inh FP z-score
c1ccc(CSc2ccc(-c3cccs3)nn2)cc1,103,0.6
Cc1ccc2c(c1)c1nnc(SCC(=O)N3CCCCC3C)nc1n2C (stereo not given),101,-0.1
Cc1nc(-c2ccccc2)sc1-c1ccc(SCC(=O)NCc2ccccc2Cl)nn1,106,0
CCOC(=O)C(CC)Sc1nnc(-c2ccc(C)cc2)n1C (stereo not given),101,-0.1

# Following part.
SMILES,PV pol inh,PV pol inh FP z-score
CCN1CCC(NCCOC)CC1,99,-0.2
Oc1nc(-c2ccc(Br)cc2)n2ccncc12,99,0.1
CCC(C)c1ccc(OCC(=O)Nc2ccc(-c3nc4ncccc4o3)cc2)cc1 (stereo not given),104,0.2
COc1ccccc1N1CCN(C(=O)c2cnn(-c3ccc(C)c(C)c3)c2C2CCN(C(=O)OC(C)(C)C)CC2)CC1,116,2.1
COc1ccc(OC)c(CNc2sc3c(c2C(=O)Nc2cc(OC)ccc2OC)CCCC3)c1,108,0.3
COc1ccc(Cl)cc1C(=O)Nc1ccc2oc(-c3ccc(C(C)(C)C)cc3)nc2c1,108,0.6
Cc1cc(C)c(CSc2nnc(C)s2)c(C)c1,101,-0.1
Cc1ccccc1CNC(=O)CCS(=O)(=O)c1cc2c3c(c1)CCN3C(=O)CC2,109,0.2
O=C(Cn1c(-c2cccs2)cc2ccccc21)NCCc1ccccc1,105,1.7
Cc1cc(C)cc(N/C(N)=N\c2nc(C)cc(C)n2)c1,101,-0.1
CC(C)(C)OC(=O)N1CCC(c2c(C(=O)N3CCN(c4ncccn4)CC3)cnn2-c2cccc(F)c2)CC1,115,1.7
O=c1[nH]n(CCO)c(=O)c2ccccc12,104,0.9
O=C(O)CC1(CC(=O)N2CCCC2)CCCCC1,107,0.7
COc1ccc(OC)c(S(=O)(=O)c2ccc(Br)cc2)c1,102,-0.1
CSc1ccccc1C(=O)OCC(=O)Nc1ccc2[nH]c(=O)[nH]c2c1,102,-0.2
COC(=O)c1sc2cc(NC(=S)Nc3ccn(C)n3)ccc2c1Cl,102,0.6
Cc1ccc(-c2cn3c(n2)sc2cc(C(=O)NC4CCCCC4)ccc23)cc1,106,0.1
O=C(OCc1ccccc1Cl)c1cccnc1Cl,100,-0.5
Cc1oc(C(C)(C)C)cc1C(=O)Nc1ccc(C(F)(F)F)c(C#N)c1,100,-0.3
COC(=O)c1ccc(OC)c(CN2CCN(Cc3ccc(C)cc3)S2(=O)=O)c1,103,0.1
N#Cc1nnn2c1nc(N)c1c(F)cccc12,100,-0.3
C=CC(=O)Nc1sc2c(c1C(=O)OCC)CCCC2,98,-1.2
CCCCOc1ccc(OCCCN2CCOCC2)cc1,103&101,0.3&0.4
Cc1ccc(SCC(=O)Nc2cccc(-c3nc4cc(Cl)ccc4o3)c2C)cc1,111,0.3
CCN(CC1COc2ccccc2O1)C(=O)c1cccc(N(C)C)c1 (stereo not given),102,-0.1
O=c1oc2ccccc2cc1-c1nc(-c2ccc(Cl)cc2)no1,103,0.7
Cc1ccc(S(=O)(=O)c2nnn(-c3cccc(Cl)c3)c2C)cc1,105,1
Cc1nnc(NC(=O)C23CC4CC(CC(C4)C2)C3)s1,104,1.2
COc1cc(Cl)cc(C(=O)O)c1OCC(=O)O,99,-0.2
CCCCOC(=O)c1ccc(NC(=O)c2csnn2)cc1,105,0.1
CCOc1ccccc1NC(=O)Nc1nnc(N2CCCCCC2)s1,108,0.1
O=C(COC(=O)c1sc2ccccc2c1Cl)NC1CCCC1,100,-0.3
CCCOC(=O)CSc1nnc(-c2ccccc2)o1,104,-0.1
O=C(NCC1CCCO1)c1cc2sc3ccccc3c2s1 (stereo not given),103,0.2
O=C(COC(=O)c1ccccc1)c1ccccc1,100,0.1
CC1CCc2c(sc(/N=C/C=C/c3ccccc3)c2C#N)C1 (stereo not given),106,0.4
COc1cc(NC(=O)COCc2cc(-c3ccc4c(c3)OCO4)on2)c(OC)cc1Cl,108,0.2
CCC(C(=O)NC(C)c1ccc2c(c1)OCO2)c1ccccc1 (stereo not given),101,0.1
CCN1CCN(C(=O)c2cnn(-c3cccc(Cl)c3)c2C2CCN(C(=O)OC(C)(C)C)CC2)CC1,98,-1.3
COc1ccc(NC(=O)COC(=O)c2cc(=O)c3ccccc3o2)cc1,108,0.4
O=C(c1cc(-c2ccccc2)on1)N1CCCCC1,101,0
CCN1C(=O)c2ccccc2S(=O)(=O)c2ccc(C(=O)N3CCCC3)cc21,101,-0.4
CCOC(=O)c1c(C)[nH]c(CCC(=O)NCc2ccccc2Cl)c1C,110,0.5
O=C(OCc1nc2ccccc2c(=O)[nH]1)c1cccs1,104,0.2
Cc1c(C(=O)O)cnc2cc(-c3ccccc3)nn12,101,-0.4
CCN(c1cccc(C)c1)S(=O)(=O)c1ccc2c(c1)NC(=O)CCS2,111,0.6
CCOc1ccc(S(=O)(=O)Nc2cccc(-c3ccc4nncn4n3)c2)cc1,101,-0.5
CC(C)(C)/C(=N/O)c1ccccc1,104,0.8
Cc1cccc(CN2CCC(CNC(=O)c3cc4c(=O)[nH]c5ccc(C)cc5c4s3)CC2)c1,104,0.8
O=C(NC(Nc1cccc2ccccc12)C(=O)c1ccccc1)c1ccco1 (stereo not given),107,0.2
CC1=CS(=O)(=O)CC1SC(=S)NC(C)C (stereo not given),96,-1.2
Cc1ccc(Cl)cc1NC(=O)COC(=O)C1CC1,97,-1.5
O=C(Nc1ccc(Cl)cc1)c1sc2ccccc2c1Cl,102,0.2
COC(=O)/C(C#N)=C/c1ccccc1C,97,-0.6
CNC(=O)COC(=O)c1cc(-c2ccc(C)o2)nc2ccccc12,101,-0.4
O=C(O)CCC12CC3CC(CC(Br)(C3)C1)C2,103,0.2
CC(C)CN1C(=O)C=CC1=O,107,0.9
Cc1ccc(CCP(=O)(O)CN2CCCCC2)cn1,104,0.2
Cc1ccc(CNC(=O)Cn2nc(C)n3cccc3c2=O)cc1,113,0.3
COc1ccccc1N1CCN(c2ncnc3c2c(-c2ccccc2)cn3-c2cccc(C)c2)CC1,113,1.1

# Following part
SMILES,PV pol inh,PV pol inh FP z-score
COC(=O)/C(O)=C/c1ccc(Cl)cc1,106,0.5
COC(=O)C1=CN(CCc2ccc(OC)cc2)C=C(C(=O)OC)C1c1ccsc1,106,0.3
COc1ccc(Br)cc1S(=O)(=O)Nc1ccc2cn[nH]c2c1,110,0.2
OCCOc1ccccc1OCCO,101,0.2
Cc1cc(OCc2nc(-c3ccncc3)no2)c(C)cc1Br,102,0.3
N#CC(C#N)=C(NCc1ccc(Cl)nc1)Nc1ccccc1,104,0.1
CCOC(=O)c1c(C)[nH]c(CCC(=O)Nc2ccc(Cl)cc2C)c1C,110,0.3
NC(N)=NN=C1CCC(=NN=C(N)N)CC1,98,-0.2
O=C(NCCC1=CCCCC1)c1ccccc1CSc1ncn[nH]1,109,0
Cc1ccc2n1CCn1cc(-c3ccc(Br)cc3)cc1-2,100,-0.4
COCC(=O)Nc1cc(-c2cn3cccnc3n2)ccc1OC,102,-0.3
CC(C)(C)c1ccc(S(=O)(=O)NCc2ccc(C(=O)N3CCN(C(=O)c4ccco4)CC3)cc2)cc1,103,0.5
O=C(CCc1ccccc1)NCc1nc2cccnc2n1Cc1ccc(F)cc1,106,-0.3
Cc1ccc(S(=O)(=O)N(C)c2ccc(C(=O)N3CCCCC3)cc2)cc1,104,0.1

# Compounds from the list above containing a CF3 group (5):
SMILES,PV pol inh,PV pol inh FP z-score
O=C(COc1ccccc1)Nc1ccc(C(O)(C(F)(F)F)C(F)(F)F)cc1,102,-0.3
O=S(=O)(c1cccc(C(F)(F)F)c1)N1CCN(c2ncccn2)CC1,103,0.5
Oc1cccc(CC(F)(F)F)c1,100,-0.8
COC(=O)c1sccc1Oc1ccc(C(F)(F)F)cc1NC(=O)c1ccccc1OC,103,-0.1
Cc1oc(C(C)(C)C)cc1C(=O)Nc1ccc(C(F)(F)F)c(C#N)c1,100,-0.3

# Screens from PubChem.
